# CHOP UPR activ: activators of apoptotic CHOP UPR arm, primary screen, cell-based, CHO-CHOP luciferase reporter, luminescence, uHTS; 0.34% of 330,000 active; AID 449763, 2010; UPR activation; percent of tunicamycin response over DMSO baseline; activation, % at 10 µM;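 active = at 10 µM dose, activation of 40% or more, normalized to positive control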;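 note: 100% = tunicamycin at 10 µg/mL and 0% = DMSO alone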
#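 measured by = luciferase luminescence | assay system = CHO-CHOP cells, stable luciferase reporter of PERK-eIF2a-CHOP signalling | amount = 500 reporter cells seeded per well | timing = 6 h compound exposure at 37 °C after overnight seeding | controls = positive tunicamycin 10 µg/mL, negative DMSO alone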
# CXCR6 block: CXCR6 receptor inhibitors, primary screen, cell-based, beta-arrestin, luminescence, CHO-K1 PathHunter, 1536-well; C-X-C chemokine receptor type 6 (Homo sapiens), O00574; inhibition, % at 20 µM; 0.36% of 360,000 active; in the data active = inhibition above about 34%, passing the limit was not always enough;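 note: antagonist mode with CXCL16 agonist at 10 nM final; 0% = 10 nM CXCL16 with DMSO and 100% = unstimulated wells without agonist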
# Jurkat NFkB inh: inhibitors of induced NF-kB luciferase reporter, primary screen, TCR NF-kB activation inhibitor project, cell-based, luminescence, uHTS; 0.53% of 330,000 active; Jurkat, PMA/ionomycin-induced NF-kB luciferase reporter; AID 435003, 2010; inhibition, % at 4 µM; in the data active = inhibition above about 50%
# 697 NFkB inh: inhibitors of PMA/ionomycin-induced NF-kB reporter, 697 cells, primary screen, B-cell NF-kB inhibitor project, cell-based, luminescence, uHTS | AID 435022, 2010 | inhibition, % at 4 µM | 0.33% of 330,000 active | 697 B-cell NF-kB luciferase reporter, 16 h; in the data active = inhibition above about 35%
# EBI2 block: EBI2 receptor antagonists, beta-arrestin recruitment, primary screen, cell-based, luminescence, 7a,25-OHC stimulation, uHTS | G-protein coupled receptor 183 (Homo sapiens), P32249 | 7a,25-OHC stimulated | inhibition, % at 5 µM | 0.81% of 360,000 active | AID 651636, 2012; in the data active = inhibition above about 38%;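 note: enzyme fragment complementation signal reports receptor beta-arrestin coupling in cells; 0% = agonist plus DMSO wells and 100% = wells without agonist; some results beyond the cut were filed as inactive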
# Target sequence (P32249 whole entry, looked up, the tested form may be a part): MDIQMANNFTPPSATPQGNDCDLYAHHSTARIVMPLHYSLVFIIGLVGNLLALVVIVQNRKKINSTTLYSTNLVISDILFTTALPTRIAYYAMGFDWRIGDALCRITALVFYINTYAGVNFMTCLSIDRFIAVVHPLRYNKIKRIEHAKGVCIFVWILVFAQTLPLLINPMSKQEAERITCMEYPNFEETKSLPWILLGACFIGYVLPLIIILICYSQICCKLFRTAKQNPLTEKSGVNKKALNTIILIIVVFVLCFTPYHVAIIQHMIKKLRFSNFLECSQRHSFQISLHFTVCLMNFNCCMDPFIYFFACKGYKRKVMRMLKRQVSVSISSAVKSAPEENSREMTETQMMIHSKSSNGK
# CCR6 antagonist: CCR6 receptor antagonists, primary screen, cell-based, CHO-K1, luminescence, beta-arrestin, uHTS; CHO-K1 CCR6 PathHunter beta-arrestin, CCL20-stimulated; inhibition, % at 20 µM; 0.49% of 340,000 active;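 active = compounds whose inhibition of the agonist-driven luminescence signal at 20 µM reaches about 50%, limit read from the data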;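 note: cells stimulated with CCL20 at 14 nM final; plate controls were DMSO with CCL20 for no effect and DMSO without agonist for full effect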
# Target sequence (P51684 whole entry, looked up): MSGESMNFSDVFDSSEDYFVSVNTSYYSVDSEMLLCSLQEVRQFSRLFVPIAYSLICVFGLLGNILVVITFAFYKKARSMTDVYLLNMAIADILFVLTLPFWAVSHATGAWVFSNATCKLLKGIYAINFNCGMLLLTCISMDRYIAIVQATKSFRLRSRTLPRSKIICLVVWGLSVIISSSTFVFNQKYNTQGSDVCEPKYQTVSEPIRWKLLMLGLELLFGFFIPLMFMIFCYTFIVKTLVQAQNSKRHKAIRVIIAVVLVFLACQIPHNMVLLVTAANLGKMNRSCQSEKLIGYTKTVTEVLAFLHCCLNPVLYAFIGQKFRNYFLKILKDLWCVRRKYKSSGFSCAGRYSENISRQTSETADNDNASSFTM
# Mdm2-MdmX inh: inhibitors of human Mdm2-MdmX association, primary screen, cell-based, luminescence, split luciferase, SaOS-2, uHTS. SaOS-2 split-luciferase Mdm2/MdmX complementation. inhibition, % at 8 µM. 3% of 330,000 active. Protein Mdm4 (Homo sapiens) + E3 ubiquitin-protein ligase Mdm2 (Homo sapiens), …. AID 485346, 2010;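 active = inhibition of at least 50% at 8 µM in the primary screen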
# Gli-Sufu block: Gli-Sufu pathway antagonists, primary screen, luciferase luminescence, Sufu-KO-LIGHT cells, uHTS; inhibition, % at 5 µM; AID 588413, 2011; Sufu-KO-LIGHT fibroblasts, Gli luciferase reporter luminescence; 0.74% of 340,000 active;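 active = inhibition above about 55%, limit read from the data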;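 note: 0% = DMSO-treated cells and 100% = wells with medium but no cells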
# XBP1 UPR activ: activators of adaptive XBP1 UPR arm, primary screen, cell-based, CHO-XBP1 luciferase reporter, luminescence, uHTS | IRE1-XBP1 UPR activation; percent of tunicamycin response, DMSO as zero | activation, % at 20 µM | 0.33% of 330,000 active;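 active = versus positive control, 20 µM dose yields 30% or more activation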;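 note: 100% = tunicamycin at 10 µg/mL and 0% = DMSO only wells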
#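 Assay system: CHO-XBP1 luciferase reporter cells; Schedule: 6 h treatment, 37 °C; Detection: glow luminescence from Steady-Glo reagent; Benchmarks: high control tunicamycin 10 µg/mL final, low control DMSO vehicle only.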
# * = called active by the depositor; nt = no result given; & = joins results of further samples. Rows are unselected; overall some 5% were active at least once.
SMILES,CHOP UPR activ,CXCR6 block,Jurkat NFkB inh,697 NFkB inh,EBI2 block,CCR6 antagonist,Mdm2-MdmX inh,Gli-Sufu block,XBP1 UPR activ
Oc1ccc(/C=N/Nc2ncnc3c2ncn3Cc2ccccc2)cc1O,223*,-4,-7,-47,3,27,-13,19,136*
CCC(NC(=O)c1cc(COc2c(F)cccc2F)on1)c1ccncc1 (stereo unspecified),-1.7,6,4,0,0,10,11,-7,0
CC1(C)C([N+](=O)[O-])C(c2ccc(O)cc2)NC(c2ccc(O)cc2)C1[N+](=O)[O-] (stereo unspecified),1.6,1,7,-3,20,-3,0,0,0
COc1ccc(C2=NOC(Cn3nc(-c4ccccc4)cc3C(=O)NCc3cccc(C(F)(F)F)c3)C2)cc1 (stereo unspecified),3.5,-1,-1,2,-36,-9,17,2,-1
Cc1cc(C(=O)Nc2ccc(C(=O)O)cc2)c(-c2ccccc2)o1,0.5,-2,-16,8,-1,1,13,14,-2
Cc1onc(-c2ccccc2Cl)c1C(=O)N(C)C1CCCCC1,-2.1,-2,2,1,1,16,14,8,-3
CCc1cccc2[nH]c3cc([N+](=O)[O-])ccc3c12,0.9,3,10,0,19,-6,21,14,-3
CC(C)CNC(=O)c1ccc(Cl)c(NC(=O)COc2ccccc2)c1,0.2,nt,-15,7,nt,nt,3,nt,-2
CCCSc1ccc([C@H]2N[C@@](CC(C)C)(C(=O)OC)[C@H]3C(=O)N(CC)C(=O)[C@@H]23)cc1,-0.9,3,-4,13,15,13,13,0,-2
COc1ccc(C)cc1S(=O)(=O)NC1CCCCC1,0.5,7,11,11,2,-10,16,7,-2
Cc1c(C(=O)O)sc(S(=O)(=O)N2CCN(C(=O)Cc3ccccc3)CC2)c1C(=O)O,-2.4,0,0,22,-15,3,16,6,-2
CCNc1c(C(=O)O)ccc2c1C(=O)c1ccccc1C2=O,-1.3,7,5,2,-7,11,25,-3,-2
O=C(CN(C(=O)c1ccccc1)C(=O)c1ccccc1)OCc1ccccc1,nt,7,nt,nt,17,29,nt,1,nt
CC12CC(NC(=O)N1CCc1ccccc1)c1ccccc1O2 (stereo unspecified),-3.0,0,11,-3,-11,-1,9,12,-3
COc1ccc(C(C)C)cc1S(=O)(=O)NC1CCCC1,0.8,-6,-5,3,-8,8,18,-1,-6
C=CCNC(=S)NC1CC(C)(C)NC(C)(C)C1,0.4,0,0,25,-15,-10,-17,-6,-1
CCn1c(SCC(=O)OC)nc2sc3c(c2c1=O)CC(C)(C)OC3,-0.4,9,-2,-12,-4,13,19,-11,0
CC(C)CSc1oc(-c2ccco2)nc1S(=O)(=O)c1ccccc1,-0.7,10,1,22,-17,14,-3,10,0
O=C(CN1C(=O)c2cccnc2Oc2ccc(Cl)cc21)N1CCCCCC1,-1.3,2,-6,-46,-5,-7,-19,33,-2
O=C(CCC(=O)c1ccc(Cl)cc1)OCC(=O)c1ccccc1,1.7,-4,14,22,-3,9,-18,-10,0
CC12CCC(C(=O)Nc3nc4ccccc4s3)(OC1=O)C2(C)C (stereo unspecified),6.3,-2,-24,-36,1,6,-29,-53,3
COc1ccc(S(=O)(=O)NN(C)C)cc1N(C)S(=O)(=O)c1ccc(Cl)cc1,0.5,13,8,8,-4,22,-16,6,0
CN(CC(=O)NCCC1=CCCCC1)S(=O)(=O)c1ccc2c(c1)CCC(=O)N2,1.1,-2,8,5,0,11,12,4,-2
CC(C)N1CCC2(CC1)N=C(c1ccc3c(c1)OCO3)CC(c1cc(Cl)ccc1O)N2 (stereo unspecified),7.2,0,4,-26,15,7,70*,3,17
Clc1ccc(CN2CCC(c3ccccc3)CC2)cc1,0.9,5,-1,11,2,11,-3,5,-2
CC(=O)Nc1ccc(NC(=O)CN(C)S(=O)(=O)c2ccc3nc(C)sc3c2)cc1,3.9,-2,5,14,-1,-10,33,-2,-2
Cc1ccc(C)c(NC(=O)COC(=O)Cc2ccsc2)c1,-1.1,-2,-8,14,6,16,-2,-1,2
Cc1ccc(NC(=O)Cc2nnc(SCC(=O)c3ccc(Br)cc3)n2C)cc1,0.1,-3,4,-6,5,-2,-2,-8,-2
Cc1nc2nc3c(cn2n1)C(=O)CC(C)(C)C3,nt,-2,nt,nt,0,5,nt,6,nt
CCOC(=O)Cc1csc(NC(=S)NC(=O)c2ccccc2C)n1,2.0,10,10,0,-3,15,0,3,-2
COc1cc(/C=C/C(=O)c2ccccc2O)cc(OC)c1OC,36,-2,-5,3,25,15,21,4,31*
CCOC(=O)/C(C#N)=C/C=C1\C=Cc2ccccc2N1CC,0.9,24,-15,9,13,41,-27,-7,4
COC(=O)c1nc(N)sc1-c1ccc(Cl)cc1,-1.9,1,-1,31,-2,22,47,17,0
NC(=O)C1CCN(C(=O)CC(c2ccccc2)c2ccccc2)CC1,-1.4,-11,19,-3,-20,-10,-10,-5,-5
Cc1c(Cl)cccc1NC(=O)C1CCN(S(C)(=O)=O)CC1,0.1,-4,17,4,-5,-2,22,6,2
O=C(c1ccc(Oc2ccc([N+](=O)[O-])cc2Cl)cc1)N1CCCC1,-1.2,4,7,14,-33,-2,14,-11,-1
COc1ccc(-n2ncc3c(SCC(=O)N4CCN(c5ccccc5OC)CC4)ncnc32)cc1,8.8,-3,-9,-6,18,12,44,7,4
CCN1CCN(Cc2ccc(NC(=O)c3ccc(C)c(NC(=O)C(=O)c4c[nH]c5ccccc45)c3)cc2C(F)(F)F)CC1,25&25,-2&0&-6,95*,0&4,5&-3&-9,23&16,100*,27&31,17&18
O=C(NCCC(=O)N1CCCCCCC1)c1ccc(Cl)cc1,0.2,1,8,19,7,3,-3,-7,-1
Cc1ccc(C)c(Nc2c([N+](=O)[O-])c(=O)oc3ccccc23)c1,-1.4,18,2,-1,6,23,47,2,0
CN1CCc2c(sc3c2C(=O)NC(c2ccc(-c4ccc(Cl)cc4)o2)N3)C1 (stereo unspecified),1.1,4,8,-25,5,4,32,4,2
COc1ccc(NC(=O)c2cc(=O)c3ccccc3o2)cn1,-0.2,-9,-1,6,5,13,24,1,0
COc1ccc(C(=O)c2ccc(OC)c(Br)c2)cc1Br,0.5,-4,1,2,8,14,9,-6,0
CN1CCN(S(=O)(=O)c2cccc(C(=O)NCCC3=CCCCC3)c2)CC1,0.9,-24,0,7,0,17,4,5,1
O=C(Nc1ccc(-n2nncc2-c2ccco2)cc1)c1cccc(F)c1,-1.3,1,15,-5,16,-14,31,0,1
COc1ccc(NC(=S)N2CCNC(=O)C2CC(=O)Nc2ccc(C)cc2)cc1 (stereo unspecified),0.7,2,30,-17,15,3,-42,-4,-2
Cc1cc(C)cc(C(=O)N2CCCCCC2)c1,0.0,-3,3,-10,-5,-1,6,5,-1
O=C(CCS(=O)(=O)c1ccccc1)NNC(=O)CSc1ccccc1F,-1.6,4,-1,-3,-7,3,14,4,-2
CCOC(=O)CCc1c(C)c2ccc(OCc3nn[nH]n3)cc2oc1=O,-0.4,7,0,-5,-9,-14,15,-3,-1
O=C(NCC1CCCO1)/C(=C\c1cccs1)NC(=O)c1ccccc1 (stereo unspecified),-0.1,-2,4,8,-16,4,-2,-6,-2
COc1ccccc1C(c1nnnn1CC1CCCO1)N1CCN(c2ccccc2)CC1 (stereo unspecified),-0.8,1,23,7,-6,7,-4,1,-2
Cc1cc(-c2ccccc2)nc(Oc2cccc(C(F)(F)F)c2)c1S(C)(=O)=O,0.4,11,1,-2,-43,18,14,-4,-2
CN(C(=O)Nc1ccc(Cl)cc1)n1cnc2ccccc2c1=O,0.6,-1,-3,7,11,12,-8,-1,-1
O=C(CCc1nnc2ccc(NCc3ccco3)nn12)N1CCN(c2ccc(F)cc2)CC1,-0.9,5,-7,-39,1,12,9,-8,0
Cc1ccccc1C(=O)NNC(=S)NC(=O)c1cccs1,1.9,30,5,-5,-1,34,19,-10,1
CCOc1ccc2[nH]c(=O)c(C(c3nnnn3C3CCCCC3)N3CCN(CC)CC3)cc2c1 (stereo unspecified),-0.4,-3,4,19,0,3,22,11,-1

# Among those listed so far, ten contain an aryl methoxy group:
SMILES,CHOP UPR activ,CXCR6 block,Jurkat NFkB inh,697 NFkB inh,EBI2 block,CCR6 antagonist,Mdm2-MdmX inh,Gli-Sufu block,XBP1 UPR activ
COc1ccc(C2=NOC(Cn3nc(-c4ccccc4)cc3C(=O)NCc3cccc(C(F)(F)F)c3)C2)cc1 (stereo unspecified),3.5,-1,-1,2,-36,-9,17,2,-1
COc1ccc(C)cc1S(=O)(=O)NC1CCCCC1,0.5,7,11,11,2,-10,16,7,-2
COc1ccc(C(C)C)cc1S(=O)(=O)NC1CCCC1,0.8,-6,-5,3,-8,8,18,-1,-6
COc1ccc(S(=O)(=O)NN(C)C)cc1N(C)S(=O)(=O)c1ccc(Cl)cc1,0.5,13,8,8,-4,22,-16,6,0
COc1cc(/C=C/C(=O)c2ccccc2O)cc(OC)c1OC,36,-2,-5,3,25,15,21,4,31*
COc1ccc(-n2ncc3c(SCC(=O)N4CCN(c5ccccc5OC)CC4)ncnc32)cc1,8.8,-3,-9,-6,18,12,44,7,4
COc1ccc(NC(=O)c2cc(=O)c3ccccc3o2)cn1,-0.2,-9,-1,6,5,13,24,1,0
COc1ccc(C(=O)c2ccc(OC)c(Br)c2)cc1Br,0.5,-4,1,2,8,14,9,-6,0
COc1ccc(NC(=S)N2CCNC(=O)C2CC(=O)Nc2ccc(C)cc2)cc1 (stereo unspecified),0.7,2,30,-17,15,3,-42,-4,-2
COc1ccccc1C(c1nnnn1CC1CCCO1)N1CCN(c2ccccc2)CC1 (stereo unspecified),-0.8,1,23,7,-6,7,-4,1,-2

# Screening data from PubChem.
